SRC3 inh: inhibitors of human steroid receptor coactivator 3 (SRC3); Q9Y6Q9; actives 0.17% (n = 360,000); inhibition, % at 3.6 µM; HEK293 GAL4-SRC3 luciferase reporter, luminescence;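 active = inhibition above a per-campaign cutoff, the mean of all compounds plus 3 SD, cut at about 60% in these data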;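 note: 0% = DMSO-treated cells and 100% = gossypol-treated cells at 36 µM; higher means less SRC3-driven luciferase light from the GAL4 reporter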
TWEAK-Fn14 inh: inhibitors of TWEAK-Fn14 interaction signaling | actives 2% (n = 360,000) | TWEAK-stimulated Fn14 reporter cells, luciferase luminescence, 8 h | inhibition, % at 10 µM; in the data active = inhibition above about 50%
TROY signal inh: inhibitors of TROY-dependent NF-kB signaling | Q293 LMP1-TROYcd NF-kB luciferase reporter, 4 h | actives 0.98% (n = 360,000) | inhibition, % at 10 µM;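 active = compounds whose plate-normalised and pattern-corrected inhibition of the luciferase reporter signal at the single screening dose is 50% or more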
ABHD5 PLIN5 PPI: inhibitors of human ABHD5-perilipin-5 interaction | Q00G26+Q8WTS1 | Split G. princeps luciferase complementation, luminescence, 4 h | inhibition, % at 4 µM | actives 0.78% (n = 360,000);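 active = inhibition above the mean inhibition across every tested compound plus 3 SD, cut at about 22% in these data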;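 note: 0% = DMSO only wells and the 100% control is not disclosed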
Granule exo inh: lytic granule exocytosis inhibition | TALL-104 LAMP-1 surface exposure, flow cytometry; cells stimulated with thapsigargin and PMA | inhibition, % at 10 µM | AID 651702 | actives 0.66% (n = 360,000);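 active = inhibition above about 55%, limit read from the data; inconclusive = no clear call, values can overlap the other calls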
NR2F2 inh: inhibitors of human COUP-TFII (NR2F2); P24468; HEK293T NGFI-A luciferase reporter, luminescence; inhibition, % at 8.6 µM; actives 0.7% (n = 370,000); AID 686940;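 active = inhibition above a per-plate cutoff, mean inhibition of test wells between control levels plus 3 SD, cut at about 38% in these data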;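 note: cells cotransfected with COUP-TFII expression vector driving the NGFI-A reporter; 0% = median of COUP-TF2 test wells and 100% = reporter-only cells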
NOD2 RIPK2 PPI: NOD2-RIPK2 protein interaction inhibition | actives 0.38% (n = 360,000) | CHO BLA complementation NOD2-RIPK2, CCF4 ratio | AID 624267 | inhibition, % at 4.98 µM | O43353; in the data active = inhibition above about 21%;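 note: 0% = vehicle only and 100% = reference blocker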
SRC1 inh: inhibitors of human steroid receptor coactivator 1 (SRC1); actives 0.12% (n = 360,000); AID 588354; HEK293 GAL4-SRC1 luciferase reporter, luminescence; Q15788; inhibition, % at 3.6 µM;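 active = inhibition above the campaign mean plus 3 SD, with each screening campaign given its own cutoff, cut at about 60% in these data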;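 note: 0% = DMSO treated cells and 100% = gossypol at 36 µM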
LRH-1 inv ag: inverse agonists of human LRH-1 (NR5A2). HEK293T StAR-luciferase reporter, LRH-1 transfected, 24 h. inhibition, % at 3.6 µM. O00482. AID 602396. actives 0.13% (n = 360,000);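 active = inhibition above the mean inhibition of all tested compounds plus 3 SD, cut at about 73% in these data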;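 note: 0% = DMSO wells and 100% = reporter-only cells lacking LRH-1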
SRC2 inh: inhibits human steroid receptor coactivator 2; Q15596; inhibition, % at 9 µM; actives 0.17% (n = 370,000); AID 651957; HEK293 GAL4-SRC2 luciferase reporter, luminescence;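 active = inhibition above the mean inhibition of all tested compounds plus 3 SD, set per campaign, cut at about 52% in these data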;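 note: 0% = DMSO treated cells and 100% = cells given Gossypol at 36 µM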
Target sequence (Q15596 whole entry, looked up, the tested form may be a part): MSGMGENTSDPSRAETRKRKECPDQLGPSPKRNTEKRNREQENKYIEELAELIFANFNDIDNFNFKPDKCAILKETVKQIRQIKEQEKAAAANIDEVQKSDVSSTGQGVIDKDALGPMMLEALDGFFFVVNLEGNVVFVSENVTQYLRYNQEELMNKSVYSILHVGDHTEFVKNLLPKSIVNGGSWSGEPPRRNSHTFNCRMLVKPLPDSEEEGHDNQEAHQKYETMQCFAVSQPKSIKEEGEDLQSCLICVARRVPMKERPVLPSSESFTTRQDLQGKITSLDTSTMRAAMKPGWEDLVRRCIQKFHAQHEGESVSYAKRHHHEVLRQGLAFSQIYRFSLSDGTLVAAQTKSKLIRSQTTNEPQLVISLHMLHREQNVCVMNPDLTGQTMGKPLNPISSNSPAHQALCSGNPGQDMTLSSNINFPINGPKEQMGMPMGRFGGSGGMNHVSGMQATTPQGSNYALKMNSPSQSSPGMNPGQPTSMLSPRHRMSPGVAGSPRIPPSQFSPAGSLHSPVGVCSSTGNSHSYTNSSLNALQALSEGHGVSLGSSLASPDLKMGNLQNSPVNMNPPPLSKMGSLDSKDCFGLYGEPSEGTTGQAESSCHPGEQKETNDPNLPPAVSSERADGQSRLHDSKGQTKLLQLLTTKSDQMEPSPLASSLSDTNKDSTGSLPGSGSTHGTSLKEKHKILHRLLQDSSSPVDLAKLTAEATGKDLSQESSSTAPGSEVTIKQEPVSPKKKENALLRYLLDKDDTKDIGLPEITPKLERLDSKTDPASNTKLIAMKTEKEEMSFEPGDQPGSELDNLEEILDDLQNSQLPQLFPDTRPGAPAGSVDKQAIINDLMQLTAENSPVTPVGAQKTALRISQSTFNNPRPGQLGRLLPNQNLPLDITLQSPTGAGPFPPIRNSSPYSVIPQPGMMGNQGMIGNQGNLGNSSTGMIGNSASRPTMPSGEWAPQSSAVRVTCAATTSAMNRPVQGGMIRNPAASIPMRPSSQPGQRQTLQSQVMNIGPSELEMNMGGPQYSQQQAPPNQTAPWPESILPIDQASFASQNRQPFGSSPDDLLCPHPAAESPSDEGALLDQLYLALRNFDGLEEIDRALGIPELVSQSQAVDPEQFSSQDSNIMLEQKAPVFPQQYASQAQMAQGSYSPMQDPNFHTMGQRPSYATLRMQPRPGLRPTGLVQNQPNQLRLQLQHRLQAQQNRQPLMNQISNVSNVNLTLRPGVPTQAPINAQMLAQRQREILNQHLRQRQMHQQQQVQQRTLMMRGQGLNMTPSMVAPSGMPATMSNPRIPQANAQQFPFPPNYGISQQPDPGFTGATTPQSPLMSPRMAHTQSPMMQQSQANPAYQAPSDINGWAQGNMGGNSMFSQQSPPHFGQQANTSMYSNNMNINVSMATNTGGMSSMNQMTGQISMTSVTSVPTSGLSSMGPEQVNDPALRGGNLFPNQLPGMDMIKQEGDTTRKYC
TLR9-MyD88 block: blocks human TLR9 binding to MyD88; actives 0.21% (n = 340,000); inhibition, % at 4.98 µM; Q9NR96+Q99836; CHO BLA complementation TLR9-MyD88, CCF4 FRET ratio;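 active = inhibition above the mean over all tested compounds plus 3 SD, cut at about 21% in these data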;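 note: 0% = DMSO only wells and 100% = clavulanate BLA inhibitor control wells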
* hit, by the source's call.

`c1ccc2c(c1)CCN(CCCNc1nc3ccccc3n3cnnc13)C2` gave SRC3 inh -4, TWEAK-Fn14 inh 29, TROY signal inh 0, ABHD5 PLIN5 PPI 6, Granule exo inh -1, NR2F2 inh -7, NOD2 RIPK2 PPI 3, SRC1 inh -15, LRH-1 inv ag -8, SRC2 inh -3 and TLR9-MyD88 block 11.
`CC(OC(=O)c1ccc2c(c1)S(=O)(=O)c1ccccc1C2=O)C(N)=O` (stereo unspecified) gave SRC3 inh -4, TWEAK-Fn14 inh 4, TROY signal inh -10, ABHD5 PLIN5 PPI 4, Granule exo inh -8, NR2F2 inh -5, NOD2 RIPK2 PPI 1, SRC1 inh -10, LRH-1 inv ag 1, SRC2 inh -2 and TLR9-MyD88 block -8.
Screening Clc1ccc(Nc2ccc(Cl)nn2)cc1 returned SRC3 inh 2, TWEAK-Fn14 inh -22, TROY signal inh -18, ABHD5 PLIN5 PPI 0, Granule exo inh 3, NR2F2 inh -6, NOD2 RIPK2 PPI 2, SRC1 inh -6, LRH-1 inv ag -20 and SRC2 inh -3.
For CC(NC(=O)CSc1ccccc1)c1ccccc1 (stereo unspecified) the results were SRC3 inh -8, TWEAK-Fn14 inh 4, TROY signal inh 5, ABHD5 PLIN5 PPI -5, Granule exo inh -4, NR2F2 inh 1, NOD2 RIPK2 PPI 1, SRC1 inh 1, LRH-1 inv ag 20, SRC2 inh 7 and TLR9-MyD88 block -4.
CC(=O)N1CCOc2ccc(S(=O)(=O)N(C)c3cccc(C)c3)cc21 was read as SRC3 inh 9, TWEAK-Fn14 inh 0, TROY signal inh 10, ABHD5 PLIN5 PPI -5, Granule exo inh 0, NR2F2 inh 3, NOD2 RIPK2 PPI -22, SRC1 inh 2, LRH-1 inv ag -8, SRC2 inh 9 and TLR9-MyD88 block 2.
CC(=O)Nc1cc(-c2cccc(F)c2)cn2c(-c3ccc(F)c(Cl)c3)cnc12 was read as SRC3 inh -12, TWEAK-Fn14 inh -43, TROY signal inh -22, ABHD5 PLIN5 PPI 10, Granule exo inh 7, NR2F2 inh -3, NOD2 RIPK2 PPI 1, SRC1 inh 0, LRH-1 inv ag -5 and SRC2 inh -21.
`O=C(COC(=O)c1nc(Cl)ccc1Cl)NCc1ccccc1` gave SRC3 inh -7, TWEAK-Fn14 inh -8, TROY signal inh -7, ABHD5 PLIN5 PPI 0, Granule exo inh inconclusive, NR2F2 inh 2, NOD2 RIPK2 PPI -6, SRC1 inh -2, LRH-1 inv ag 13, SRC2 inh 15 and TLR9-MyD88 block -10.
O=C(NCc1ccccc1)c1cc(C2COCCN2C(=O)C2CC2)on1 (stereo unspecified) was read as SRC3 inh 3, TWEAK-Fn14 inh 12, TROY signal inh 2, ABHD5 PLIN5 PPI 3, Granule exo inh -3, NR2F2 inh 10, NOD2 RIPK2 PPI -2, SRC1 inh -15, LRH-1 inv ag 5 and SRC2 inh -2.
Screening COc1ccccc1C(=O)N1CCN(C(=O)COc2cccc(C)c2)CC1 returned SRC3 inh 2, TWEAK-Fn14 inh -2, TROY signal inh 3, ABHD5 PLIN5 PPI -1, Granule exo inh 6, NR2F2 inh 1, NOD2 RIPK2 PPI -4, SRC1 inh -9, LRH-1 inv ag 4, SRC2 inh 10 and TLR9-MyD88 block 10.
O=C(CCN1C(=O)/C(=C/C=C/c2ccccc2)SC1=S)Nc1cccnc1 was read as SRC3 inh -73, TWEAK-Fn14 inh 9, TROY signal inh -62, ABHD5 PLIN5 PPI 2, Granule exo inh 4, NR2F2 inh 1, NOD2 RIPK2 PPI 3, SRC1 inh -63, LRH-1 inv ag -19, SRC2 inh -8 and TLR9-MyD88 block 0.

Quoted at random: 4 compounds from above
O=C(NCc1ccccc1)c1cc(C2COCCN2C(=O)C2CC2)on1 (stereo unspecified) was read as SRC3 inh 3, TWEAK-Fn14 inh 12, TROY signal inh 2, ABHD5 PLIN5 PPI 3, Granule exo inh -3, NR2F2 inh 10, NOD2 RIPK2 PPI -2, SRC1 inh -15, LRH-1 inv ag 5 and SRC2 inh -2.
Screening COc1ccccc1C(=O)N1CCN(C(=O)COc2cccc(C)c2)CC1 returned SRC3 inh 2, TWEAK-Fn14 inh -2, TROY signal inh 3, ABHD5 PLIN5 PPI -1, Granule exo inh 6, NR2F2 inh 1, NOD2 RIPK2 PPI -4, SRC1 inh -9, LRH-1 inv ag 4, SRC2 inh 10 and TLR9-MyD88 block 10.
For CC(NC(=O)CSc1ccccc1)c1ccccc1 (stereo unspecified) the results were SRC3 inh -8, TWEAK-Fn14 inh 4, TROY signal inh 5, ABHD5 PLIN5 PPI -5, Granule exo inh -4, NR2F2 inh 1, NOD2 RIPK2 PPI 1, SRC1 inh 1, LRH-1 inv ag 20, SRC2 inh 7 and TLR9-MyD88 block -4.
`c1ccc2c(c1)CCN(CCCNc1nc3ccccc3n3cnnc13)C2` gave SRC3 inh -4, TWEAK-Fn14 inh 29, TROY signal inh 0, ABHD5 PLIN5 PPI 6, Granule exo inh -1, NR2F2 inh -7, NOD2 RIPK2 PPI 3, SRC1 inh -15, LRH-1 inv ag -8, SRC2 inh -3 and TLR9-MyD88 block 11.

(cont.)
`O=C(CCCn1ncn2c(cc3occc32)c1=O)N1CCc2ccccc2C1` gave SRC3 inh 7, TWEAK-Fn14 inh -12, TROY signal inh 9, ABHD5 PLIN5 PPI 0, Granule exo inh -6, NR2F2 inh -10, NOD2 RIPK2 PPI -11, SRC1 inh -12, LRH-1 inv ag 12, SRC2 inh -7 and TLR9-MyD88 block 7.
Screening COc1ccc(N=N/C(=C\O)C(=O)c2cccs2)cc1 returned SRC3 inh -23, TWEAK-Fn14 inh 69*, TROY signal inh 9, ABHD5 PLIN5 PPI 9, Granule exo inh 6, NR2F2 inh -6, NOD2 RIPK2 PPI -11, SRC1 inh -20, LRH-1 inv ag -24, SRC2 inh -54 and TLR9-MyD88 block -5.
For Fc1ccc(/C=N\Nc2cccc(F)c2)cc1 the results were SRC3 inh 11, TWEAK-Fn14 inh 4, TROY signal inh 3, ABHD5 PLIN5 PPI -2, Granule exo inh -5, NR2F2 inh 27, NOD2 RIPK2 PPI -4, SRC1 inh -10, LRH-1 inv ag 16, SRC2 inh -3 and TLR9-MyD88 block 6.
For O=c1c2c3c(sc2nc2n1CCCCC2)CCC3 the results were SRC3 inh -12, TWEAK-Fn14 inh -1, TROY signal inh -26, ABHD5 PLIN5 PPI -2, Granule exo inh -3, NR2F2 inh 10, NOD2 RIPK2 PPI -12, SRC1 inh -7, LRH-1 inv ag -26, SRC2 inh -1 and TLR9-MyD88 block -7.
`CCOc1ccc(NC(=O)CN(C)C(=O)Cn2cnc3c2c(=O)n(C)c(=O)n3C)cc1OCC` gave SRC3 inh -10, TWEAK-Fn14 inh 16, TROY signal inh 10, ABHD5 PLIN5 PPI -12, Granule exo inh 1, NR2F2 inh -2, NOD2 RIPK2 PPI 0, SRC1 inh 8, LRH-1 inv ag -8, SRC2 inh -12 and TLR9-MyD88 block 0.
`CCCc1nn2c(=O)c(C(c3ccc(C)cc3)c3c(O)nc4sc(CCC)nn4c3=O)c(O)nc2s1` gave SRC3 inh -47, TWEAK-Fn14 inh 11, TROY signal inh 5, ABHD5 PLIN5 PPI 6, Granule exo inh -2, NR2F2 inh 15, NOD2 RIPK2 PPI -7, SRC1 inh -2, LRH-1 inv ag -12, SRC2 inh 2 and TLR9-MyD88 block 4.
COCCOC(=O)c1c(C)oc2ccc(OC(=O)c3ccc4c(c3)OCO4)cc12 was read as SRC3 inh 16, TWEAK-Fn14 inh 8, TROY signal inh 0, ABHD5 PLIN5 PPI 0, Granule exo inh -2, NR2F2 inh 2, NOD2 RIPK2 PPI 2, SRC1 inh 10, LRH-1 inv ag -1, SRC2 inh 0 and TLR9-MyD88 block -4.
Screening CN(Cc1nc2ccccc2n1C)C(=O)c1cccs1 returned SRC3 inh -2, TWEAK-Fn14 inh -3, TROY signal inh 8, ABHD5 PLIN5 PPI 2, Granule exo inh 0, NR2F2 inh -12, NOD2 RIPK2 PPI 0, SRC1 inh 13, LRH-1 inv ag 8, SRC2 inh 2 and TLR9-MyD88 block -1.
For CCOC(=O)c1nnn2c3ccccc3c(=O)n(C)c12 the results were SRC3 inh -1, TWEAK-Fn14 inh -6, TROY signal inh -5, ABHD5 PLIN5 PPI 0, Granule exo inh -10, NR2F2 inh -8, NOD2 RIPK2 PPI -9, SRC1 inh -2, LRH-1 inv ag 0 and SRC2 inh 7.
`CCOC(=O)N1CCC(N2Cc3cccc(C(=O)Nc4cccc(F)c4)c3C2=O)CC1` gave SRC3 inh 4, TWEAK-Fn14 inh 4, TROY signal inh -5, ABHD5 PLIN5 PPI -2, Granule exo inh -2, NR2F2 inh 7, NOD2 RIPK2 PPI 3, SRC1 inh -12, LRH-1 inv ag -8, SRC2 inh 3 and TLR9-MyD88 block -7.
For CCNC(=S)N(CCN(C)C)Cc1cc2cc3c(cc2[nH]c1=O)OCO3 the results were SRC3 inh -18, TWEAK-Fn14 inh -15, TROY signal inh -7, ABHD5 PLIN5 PPI 1, Granule exo inh 2, NR2F2 inh -15, NOD2 RIPK2 PPI -5, SRC1 inh -20, LRH-1 inv ag -4, SRC2 inh -1 and TLR9-MyD88 block -7.
`O=C1CCC(C(=O)N2CCSCC2)CN1CCc1cccc(F)c1` (stereo unspecified) gave SRC3 inh -13, TWEAK-Fn14 inh -16, TROY signal inh -17, ABHD5 PLIN5 PPI 13, Granule exo inh 0, NR2F2 inh -4, NOD2 RIPK2 PPI -4, SRC1 inh -13, LRH-1 inv ag -31, SRC2 inh 24 and TLR9-MyD88 block 3.
For CC(=O)c1ccc2noc(-c3ccc(F)cc3)c2c1 the results were SRC3 inh -5, TWEAK-Fn14 inh 12, TROY signal inh 1, ABHD5 PLIN5 PPI 8, Granule exo inh -2, NR2F2 inh -7, NOD2 RIPK2 PPI 2, SRC1 inh 0, LRH-1 inv ag -5, SRC2 inh -5 and TLR9-MyD88 block -8.
`Cc1cccc(C(=O)c2c(N)sc3c2CCC(C)C3)c1` (stereo unspecified) gave SRC3 inh -10, TWEAK-Fn14 inh 37, TROY signal inh -7, ABHD5 PLIN5 PPI 0, Granule exo inh 9, NR2F2 inh 3, NOD2 RIPK2 PPI -12, SRC1 inh -15, LRH-1 inv ag -4, SRC2 inh 11 and TLR9-MyD88 block 2.
Cc1nn2c(-c3cccc(NC(=O)CSc4nc5ccccc5o4)c3)nnc2c2ccccc12 was read as SRC3 inh -32, TWEAK-Fn14 inh 16, TROY signal inh 6, ABHD5 PLIN5 PPI 2, Granule exo inh -2, NR2F2 inh 9, NOD2 RIPK2 PPI -5, SRC1 inh -16, LRH-1 inv ag -6, SRC2 inh -27 and TLR9-MyD88 block -11.
`O=c1c2c3c(sc2nc2n1N=C(c1cccs1)CS2)CCCC3` gave SRC3 inh -50, TWEAK-Fn14 inh -12, TROY signal inh 14, ABHD5 PLIN5 PPI 3, Granule exo inh 1, NR2F2 inh -22, NOD2 RIPK2 PPI 0, SRC1 inh -110, LRH-1 inv ag -48, SRC2 inh -54 and TLR9-MyD88 block -1.

From PubChem

Some of the compounds tested, so the mix of outcomes need not match the whole.
